A3A deaminase: inhibitors of human APOBEC3A DNA deaminase; recombinant A3A, FAM/TAMRA ssDNA deamination fluorescence; inhibition, % at 20 µM; hit rate 0.41% among 330,000; AID 493011;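 active means at least 40% inhibition at 20 µM here, with at most 30% in a related deaminase screen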;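 further: plate controls were A3A with DMSO for no effect and wells lacking A3A enzyme for full effect; some results filed as inactive read as strong as hits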
Target sequence (P31941 whole entry, looked up): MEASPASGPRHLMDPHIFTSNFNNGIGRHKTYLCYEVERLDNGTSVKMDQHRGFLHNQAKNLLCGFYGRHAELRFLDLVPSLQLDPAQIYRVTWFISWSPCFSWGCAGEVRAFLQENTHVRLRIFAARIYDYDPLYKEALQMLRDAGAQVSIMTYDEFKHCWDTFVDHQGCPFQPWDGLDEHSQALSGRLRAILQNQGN
TIM10 inh: TIM10 yeast growth inhibition. S. cerevisiae TIM10 strain growth, BacTiter-Glo luminescence, 24 h. inhibition, % at 10 µM. hit rate 1.4% among 330,000. AID 463195;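 active means inhibition of 40% or more at the single tested concentration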;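 further: wild-type TIM10 isogenic control strain grown at permissive 25 °C; 0% = DMSO yeast wells and 100% = minimal medium wells without yeast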
MIN6 prolif: MIN6 beta-cell proliferation induction; MIN6 cells proliferation, ATPlite luminescence, 48 h; cells starved in 0.2% serum; 100% = growth in 10% serum; proliferation, % at 10 µM; hit rate 0.29% among 330,000; AID 2380;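 active means compounds whose signal lies at least 3.5 SD above the mean of all wells on their plate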;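 further: 0% = DMSO-treated cells in low-serum medium and 100% = 10% serum control; some compounds called inactive have numbers as strong as hits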
NALP3 yeast inh: blocks the NALP3 inflammasome reconstituted in yeast; inhibition, % at 10 µM; Yeast reconstituted NLRP3/ASC/caspase-1, beta-gal luminescence, 24 h; hit rate 0.39% among 330,000;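 active means inhibition of 50% or more; inactive means inhibition below 50%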;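 further: plate controls were induced DMSO wells for no effect and uninduced yeast grown without galactose for full effect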
hIAP block: human IAP inhibition | purified IAP, CDP-Star luminescence, 30 min | P09923 | inhibition, % at 10 µM | hit rate 0.12% among 330,000;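 active means inhibition reaching a set limit with compound at 10 µM in the primary screen, cut at about 35% in these data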;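 further: plate controls were DMSO wells with enzyme for no effect and no-enzyme buffer wells for full effect; values of inactives mirror those of a sister screen read the other way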
mIAP block: mouse IAP inhibition | purified mouse IAP, CDP-Star luminescence, 30 min | hit rate 0.2% among 330,000 | inhibition, % at 10 µM | AID 2806;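 active means inhibition of at least 40% at 10 µM in the primary screen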;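 further: plate controls were DMSO with enzyme for no effect and no enzyme wells for full effect; values of inactives mirror those of a sister screen read the other way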
tim10-1 inh: tim10-1 yeast growth inhibition; S. cerevisiae tim10-1 ts strain growth, BacTiter-Glo, 24 h; inhibition, % at 20 µM; hit rate 2.2% among 330,000;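 active means inhibition of at least 40%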;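 further: mutant grown at 25 °C; 0% = DMSO wells with yeast and 100% = wells holding no yeast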
APOBEC3G inh: blocks human APOBEC3G single-stranded DNA deamination; AID 493012; Q9HC16; inhibition, % at 20 µM; recombinant A3G, ssDNA deamination FAM/TAMRA fluorescence; hit rate 0.28% among 330,000;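 active means inhibition of at least 40% at 20 µM, with no more than 30% in the related APOBEC3A deaminase screen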;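 further: plate controls were DMSO wells with A3G for no effect and wells lacking A3G enzyme for full effect; some compounds called inactive have numbers as strong as hits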
Target sequence (Q9HC16 whole entry, looked up): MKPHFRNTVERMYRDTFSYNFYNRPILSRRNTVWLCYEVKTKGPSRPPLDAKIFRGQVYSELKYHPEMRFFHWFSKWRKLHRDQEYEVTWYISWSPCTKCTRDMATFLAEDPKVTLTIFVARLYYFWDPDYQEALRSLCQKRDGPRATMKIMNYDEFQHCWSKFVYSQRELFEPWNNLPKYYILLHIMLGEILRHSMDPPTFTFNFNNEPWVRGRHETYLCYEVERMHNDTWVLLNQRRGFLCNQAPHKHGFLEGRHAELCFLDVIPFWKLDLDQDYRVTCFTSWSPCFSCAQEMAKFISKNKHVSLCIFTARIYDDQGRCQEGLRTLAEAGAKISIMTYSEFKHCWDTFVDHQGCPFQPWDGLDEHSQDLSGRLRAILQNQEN
mIAP act: increases mouse intestinal alkaline phosphatase activity | hit rate 0.24% among 330,000 | AID 2805 | activation factor at 10 µM | muIAP, CDP-Star luminescence, 30 min; stronger effect = higher value; 1 = vehicle-only enzyme signal, 0 = enzyme-free wells;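 active means activation factor of at least 2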; further: the source names both 10 and 20 µM as test concentration; values of inactives mirror those of a sister screen read the other way
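Assay system: mouse IAP enzyme / Compound: DMSO-dissolved test compounds / Timing: 30 min, room temperature / Measured by: luminescence from enzymatic CDP-Star hydrolysis / Control set: DMSO-only wells, enzyme-free buffer wells as negative control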
The depositor's hits bear a star.

SMILES	A3A deaminase	TIM10 inh	MIN6 prolif	NALP3 yeast inh	hIAP block	mIAP block	tim10-1 inh	APOBEC3G inh	mIAP act
Cc1ccc(S(=O)(=O)N2CCC(=O)N(CCOCc3cccc(C)c3)CC2)cc1	-1	15	4	19	-3	-4	5	-12	1
CCOc1cc2c(cc1/C=C/C(=O)O)OC(C)C2 (stereo not given)	4	-8	-1	-4	-2	-7	4	1	1.1
CCC(=O)Nc1cccc(NC(=S)NC(=O)Cc2ccccc2)c1	-10	15	-1	6	-31	-2	12	-8	1
COc1ccc(-c2n[nH]c(=S)n2Cc2ccco2)cc1	-3	1	-1	17	5	6	17	36	0.94
Cc1ccccc1N1CCN(S(=O)(=O)c2cccs2)CC1	1	11	-2	44	3	8	15	-2	0.93
CS(=O)(=O)c1ccc(Cl)c(NC(=O)C2CCCCN2S(=O)(=O)c2ccccc2)c1 (stereo not given)	9	-4	-2	1	1	-5	16	-10	1.1
Cc1ccc(NS(=O)(=O)c2cccc(C(=O)N3CCN(c4ncccn4)CC3)c2)cc1	-1	-1	-1	-1	-2	9	-10	-5	0.91
CC1(C)CC(=O)C=C(NCCCNC2CCCCC2)C1	1	-7	1	5	14	-2	2	-3	1
N#Cc1c(-c2ccncc2)c2c([nH]c1=S)CCCC2	-5	8	-2	5	2	0	2	46*	1
Cc1ccc(C(C)C)c(OCc2nc(-c3nonc3N)no2)c1	1	-2	3	27	-8	10	-4	-3	0.9
CCC1CCCCN1Cc1ccc(N)cc1 (stereo not given)	1	0	-3	19	4	-4	8	-3	1
Cc1cc(C)c(S(=O)(=O)N2CCCOC2CNC(=O)C(=O)NCc2ccncc2)c(C)c1 (stereo not given)	-5	2	0	7	1	-6	20	-9	1.1
CN(C)c1cc(N)c2ccccc2n1 (tested in a mixture with another compound)	0	5	0	5	-5	-10	3	-2	1.1
NC(=O)CCC(=O)N1CCCC(C(=O)c2ccc(C(F)(F)F)cc2)C1 (stereo not given)	-4	-11	1	16	-25	0	-12	-8	1
Cc1cccc(Nc2c(-c3ccc(N4CCOCC4)cc3)nc3ncccn23)c1	-2	4	2	15	-6	-7	19	-10	1.1
COc1ccccc1NC(=O)N1CCN(C(=O)Nc2ccccc2OC)CC1	3	23	-5	4	-10	3	-8	-3	0.97
CCOC(=O)CNC(=O)C1(/C=C/c2ccccc2)CC(=O)N1c1ccc(OC)cc1 (stereo not given)	-3	15	1	-3	-6	-2	0	1	1
CS(=O)(=O)c1ccc(N2CCN(S(=O)(=O)c3cccs3)CC2)c([N+](=O)[O-])c1	1	6	-3	22	5	5	14	0	0.95
O=C(Nc1cc(N2CCCCC2)ncn1)c1ccc(F)cc1	1	5	-4	24	-8	3	34	-3	0.97
CCOc1ccc(NC(=O)CN2CCN(CC(=O)Nc3ccc(OC)cc3)CC2)cc1	1	-5	-1	3	-5	4	2	-4	0.96
CCOC(=O)c1c(NC(=O)Cn2nnc(-c3ccccc3Cl)n2)sc(C)c1C	-3	-9	-2	14	-67	-2	21	4	1
CC(C)(C)OC(=O)CNC(=O)c1[nH]cnc1C(=O)N[C@@H](CCCCN)C(=O)OC(C)(C)C	-3	-1	-1	12	-19	5	-14	1	0.95
O=C(COC(=O)CCCNC(=O)c1ccc(Cl)cc1)Nc1cc(Cl)c(Cl)cc1Cl	4	-10	0	10	3	0	8	-2	1
CCC(=O)Nc1nnc(S(=O)(=O)N(CC)c2ccc(OC)cc2)s1	-3	-2	-2	3	-12	4	-3	-7	0.96
CC/C(=N/NC(=O)c1ccc(Br)o1)c1ccc(Cl)cc1	-2	17	1	15	3	-1	19	-3	1
Cc1ccc(NC(=O)c2ncc(Cl)c(Cl)c2Cl)cc1C	0	-10	-5	16	32	11	-16	0	0.89
CCOC(=O)c1ccc(N=c2ssnc2Cl)cc1	5	26	-5	15	12	11	41*	66*	0.89
CC(C)Nc1ccc(C(CC(N)=O)NC(=O)Cc2cccc3ccccc23)cc1[N+](=O)[O-] (stereo not given)	-2	-9	-1	23	17	12	-16	-5	0.88
CNc1snc(C)c1C(=O)OCC(=O)NCc1ccccc1OC	-3	-2	-4	-5	9	10	11	-6	0.9
CCc1ccc(CNc2ccc3c(c2)ncn3C(C)(C)C)cc1	-3	14	-5	22	-26	7	7	-7	0.93
Cn1c(=O)oc2cc(S(=O)(=O)NCc3ccc(Cl)cc3)ccc21	-7	-9	-3	-2	8	-2	-1	-6	1
CCOc1ccc(OCCC(=O)OCC(=O)NC2CC2)cc1	6	13	-4	1	-12	0	12	-1	0.99
Cc1ccc(C(C)C)cc1OCC(=O)N1CCN(C(=O)c2ccco2)CC1	-1	6	5	29	-5	-8	-7	-7	1.1
CC(C)CN(C(=O)C1CC1)C1CCS(=O)(=O)C1 (stereo not given)	-3	-11	-3	-7	-7	8	-19	-11	0.92
Cc1cccnc1-n1c(CCN2C(=O)c3ccccc3C2=O)nc2ccccc2c1=O	-4	35	0	-24	5	-2	35	-3	1
Cc1cc(C)cc(NC(=O)CSc2nnnn2-c2cccnc2)c1	-4	9	-4	3	5	1	10	-6	0.99
CCOC(=O)CC(NC(=O)C(CC)c1ccccc1)c1ccccc1Cl (stereo not given)	7	-4	2	3	1	-8	6	1	1.1
CCS(=O)(=O)N1CCC(C(=O)Nc2cc(Cl)ccc2O)CC1	-3	7	-2	1	-6	7	15	1	0.93
COc1cc(C=C(C(C)=O)C(C)=O)ccc1O	-6	12	-1	-9	3	-6	30	-6	1.1
CCOC(=O)CNC(=O)c1cc(OC)cc(OC)c1	2	-5	-4	9	5	-2	-12	-2	1
Cc1ccc(-c2nc(CN(C)C3CCOCC3)c(C)o2)s1	-1	-4	2	17	-8	0	4	-5	1
COc1cc(C2C(C(=O)c3ccc(C)o3)=C(O)C(=O)N2c2cc(C)on2)ccc1OCc1ccccc1 (stereo not given)	-6	9	-3	17	8	11	16	-7	0.89
CC(=O)NCCc1ccc(C(=O)COC(=O)c2cc(C)oc2C)cc1	1	4	2	2	-2	-2	21	2	1
Cn1c(=O)c(C#N)c(-c2ccccc2)n2cnnc12	-5	-4	-3	0	4	-3	-2	-6	1
O=C(NCCc1ccccc1)c1cccnc1	-2	5	-2	5	-4	1	11	-5	0.99
CC1CN(C(=O)COC(=O)c2ccc(F)cc2Cl)CC(C)O1 (stereo not given)	5	-4	0	0	1	-5	10	-7	1.1
O=C(CSc1nc(O)cc(=O)n1-c1ccccc1)c1ccc(Br)cc1	4	26	-3	3	11	10	26	-4	0.9
O=C(c1ccc(-c2ccccc2)cc1)N1CCC(C(=O)N2CCCC2)CC1	-1	-6	0	-2	5	-1	1	-3	1
COC(=O)c1ccc(C)c(NC(=O)Cc2ccc([N+](=O)[O-])cc2)c1	0	-17	-4	5	-8	0	2	-1	0.99
CN(C)c1ccc(/C=c2\sc3nc(-c4ccccc4)nn3c2=O)cc1	0	-4	-1	-1	-9	1	21	-9	0.99

(more compounds)
SMILES	A3A deaminase	TIM10 inh	MIN6 prolif	NALP3 yeast inh	hIAP block	mIAP block	tim10-1 inh	APOBEC3G inh	mIAP act
COc1cc(N2C(=O)CSC23C(=O)Nc2ccccc23)cc(OC)c1OC (stereo not given)	-1	-4	3	7	18	0	2	-1	1
Cc1cccc(/C=N/n2c(C3CCCCC3)n[nH]c2=S)c1	-5	40*	6.7*	33	6	2	30	0	0.98
COc1ccc(C)cc1S(=O)(=O)N(C)CC(=O)Nc1ccc2c(c1)OCCO2	-3	-11	-1	16	7	-7	9	-7	1.1
Cc1onc(-c2c(Cl)cccc2Cl)c1C(=O)NCCN1CCOCC1	-2	-15	0	0	-11	7	22	-2	0.93
COc1cc(C(=S)NC2CCCCC2)ccc1O	-1	24	0	-1	-8	3	31	-5	0.97
CC(=O)c1cc2c(cc1NC(=O)CCC1CCCC1)OCO2	-3	34	0	1	22	2	32	-3	0.98
Cc1nc2sc(C)c(C)c2c(=O)o1	-1	-8	0	3	-5	6	16	-3	0.94
O=C1c2[nH]nc(-c3ccccc3O)c2C(c2cccc(O)c2)N1Cc1ccco1 (stereo not given)	5	-8	-2	7	-58	-3	9	1	1
CC(C)c1ccc(Nc2nc(Cl)nc(NCCO)n2)cc1	0	16	4	11	11	11	32	-5	0.89
COc1cccc2cc(-c3nnc(SCC(=O)NCc4ccccc4)n3C)oc12	1	12	4	3	5	5	9	-5	0.95
Cc1nn(-c2cccc(C(F)(F)F)c2)c(=O)c2noc(C)c12	-1	-3	-3	0	-8	-18	11	-11	1.2
O=C(Cn1cnc2cc([N+](=O)[O-])ccc2c1=O)N(Cc1ccccc1)C1CCS(=O)(=O)C1 (stereo not given)	4	-20	-3	1	-10	2	-8	-3	0.98
CC(C)CCn1c(N2CCCC2)nc2c1c(=O)[nH]c(=O)n2C	-1	5	3	16	-4	-9	8	0	1.1
CC1(C)Cc2c(C#N)c(N3CCOCC3)nc(Cc3ccccc3)c2CO1	-5	2	-2	16	13	3	6	-6	0.97
Cc1noc(/C=C/N(C)C)c1S(=O)(=O)N1CCCC(C(=O)NCc2ccc(F)cc2)C1 (stereo not given)	0	10	-3	9	-4	-22	-4	-3	1.2
O=C(NNS(=O)(=O)c1ccc(F)cc1)C1CC(c2cccnc2)=NO1 (stereo not given)	1	-13	-1	8	-8	-4	3	-7	1
COc1ccc(CCN(C)CCC(=O)Nc2ccc(C)cc2)cc1OC	2	-6	4	8	7	4	9	-3	0.96
COc1cc(/C=C2/C(=O)NN(c3cccc(Cl)c3)C2=O)cc(Br)c1O	2	-33	-2	5	24	13	-57	-3	0.87
COc1cccc(NC(=O)c2ccccc2-c2nc(-c3cccc(C)c3)no2)c1	4	33	-3	8	-2	9	35	1	0.91
CCC(C)c1ccccc1O (stereo not given)	2	-7	3	14	3	4	-19	-9	0.96
Cc1ccc(NC(=O)C(C)N2CCOCC2)c(C(=O)c2ccccc2)c1 (stereo not given)	0	-11	0	13	-4	-11	22	-2	1.1
CN(CC1CCCO1)S(=O)(=O)c1ccc(C(=O)NCc2ccccc2)cc1 (stereo not given)	-4	8	-1	-7	3	-4	19	-6	1
O=c1cc(CSc2ccc([N+](=O)[O-])cc2)nc2sccn12	3	-10	3	2	3	3	2	-4	0.97
COc1cccc(NC(=O)N2CCc3ccccc3C2)c1	-2	7	-4	17	8	-9	11	0	1.1
O=C(CCN=C1NS(=O)(=O)c2ccccc21)NCc1ccccc1F	-11	0	2	-2	9	-1	0	-13	1

Single values from the list:
Reading for COC(=O)c1ccc(C)c(NC(=O)Cc2ccc([N+](=O)[O-])cc2)c1 in NALP3 yeast inh: 5
Reading for Cc1ccc(S(=O)(=O)N2CCC(=O)N(CCOCc3cccc(C)c3)CC2)cc1 in MIN6 prolif: 4

Next section:
SMILES	A3A deaminase	TIM10 inh	MIN6 prolif	NALP3 yeast inh	hIAP block	mIAP block	tim10-1 inh	APOBEC3G inh	mIAP act
COCCCNC(=S)N1CCCN(c2nc3c(C)c(C)ccc3cc2C#N)CC1	-4	15	-3	18	4	-1	29	-4	1
Cc1cc(NC(=O)CN2CCCCC2C)nc2c1c(=O)oc1ccccc12 (stereo not given)	-1	25	-2	15	8	13	12	-5	0.87
COc1ccccc1COC(=O)C(NC(=O)c1ccc(C)cc1)C(C)C (stereo not given)	-3	7	-4	-9	20	-4	10	-13	1
O=C(O)Cc1ccc2sc(-c3ccccc3)nc2c1	-1	-12	0	9	22	-13	28	-2	1.1
